Xi reactivation: activators of inactive X chromosome reactivation, primary screen, imaging, XiGFP fibroblasts, GFP high-content imaging, set 2. XiGFP mouse fibroblasts, % GFP-positive cells imaging, 3 d; cells co-treated with 5-aza-dC sensitizer; scaled so ellipticine positive control = 100%. activation, % at 7.58 µM. 360,000 compounds, 0.055% hits;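 active = mean normalized replicate activation at least 10% and every replicate at or above 10%; inconclusive = only one of the two criteria met; inactive = mean below 10% and not all replicates reach 10%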;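 note: 0% = median of on-plate neutral control wells and 100% = ellipticine 6 µM median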
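Assay system – SV40-immortalized XiGFP fibroblast cells, line 68-5-11 · Buffer or medium – DMEM supplemented with 5-aza-dC as sensitizing agent · Dosing – one concentration, pinned · Benchmarks – positive control ellipticine, 6 µM final · Times – 3 days compound exposure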
PAX8 inh HTS: inhibitors of PAX8-driven TPO luciferase reporter, primary screen, RMG-I cells, single concentration; inhibition, % at 12.6 µM; SteadyGlo, 24 h; AID 652154, 2013; 360,000 compounds, 1.2% hits;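 active = mean replicate inhibition at least 60% with every replicate also reaching 60%; inconclusive = only one of the two criteria is met; inactive = mean below 60% and not all replicates reaching 60%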;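 note: luciferase light reporting Pax8 driven TPO promoter activity; plate controls were median of neutral control wells for no effect and mitoxantrone controls for full effect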
ERp5 block: inhibitors of ERp5-driven insulin aggregation, primary screen, biochemical, turbidity, absorbance 650 nm, single point. Protein disulfide-isomerase A6 (Homo sapiens), Q15084. 90 min. AID 651711, 2012. inhibition, % at 9.99 µM. 350,000 compounds, 0.05% hits;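 active = mean replicate inhibition above about 25%, with every replicate also reaching it, limit read from the data, passing the limit was not always enough; inconclusive = only one of those two criteria met; inactive = neither criterion met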
Target sequence (Q15084 whole entry, looked up): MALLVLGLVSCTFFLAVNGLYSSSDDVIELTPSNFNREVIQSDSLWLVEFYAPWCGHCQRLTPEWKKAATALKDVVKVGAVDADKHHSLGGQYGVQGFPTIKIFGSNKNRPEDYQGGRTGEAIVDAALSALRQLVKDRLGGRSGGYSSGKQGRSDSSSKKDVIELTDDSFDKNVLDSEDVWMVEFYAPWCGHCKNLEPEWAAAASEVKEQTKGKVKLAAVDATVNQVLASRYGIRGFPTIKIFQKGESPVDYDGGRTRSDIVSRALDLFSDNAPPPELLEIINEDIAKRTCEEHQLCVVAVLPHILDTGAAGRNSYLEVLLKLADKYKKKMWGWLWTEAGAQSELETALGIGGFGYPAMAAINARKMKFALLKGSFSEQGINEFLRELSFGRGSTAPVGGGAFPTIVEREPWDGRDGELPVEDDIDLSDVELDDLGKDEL
DENV2 CPE rescue: inhibitors of DENV2 cytopathic effect, primary screen, cell-based, plate reader, single concentration. DENV2-infected cells, cytopathic effect rescue. CPE inhibition, % at 9.99 µM. 350,000 compounds, 1.7% hits; in the data active = CPE inhibition above about 20%, passing the limit was not always enough; inconclusive = no clear call, values can overlap the other calls; tested in BHK-21 cells;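 note: 0% = median of neutral control wells and 100% = median of positive control wells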
EWS-Fli block: EWS/Fli-driven NR0B1 reporter inhibitors, primary screen, A673 cells, NR0B1 luciferase, luminescence, MLPCN library. viability-normalised. inhibition, % at 12.6 µM. 350,000 compounds, 0.67% hits. AID 651661, 2012;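 active = mean inhibition of at least 50% after viability correction, with every replicate also passing that limit; inconclusive = mean reaches 50% but only one of two replicates passes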;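 note: firefly luciferase signal divided by Alamar Blue viability fluorescence both relative to DMSO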
CFTR F508del cor: F508del CFTR correction, initial screen, CFBE line, single point | activity (quench increase), % at 7.58 µM | CFBE cells, YFP halide quenching; stimulated with forskolin plus potentiator P3; % fluorescence drop versus neutral controls | 350,000 compounds, 0.36% hits;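 active = mean added fluorescence quench of at least 8% versus neutral control, with both replicates also reaching 8%; inconclusive = only one of the mean or replicate conditions met; inactive = mean below 8% and not both replicates reaching 8%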;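 note: cells transiently co-express mutant CFTR-F508del with the halide-sensitive YFP; corrector assay measuring rescue of mutant channel to the surface after 24 h compound exposure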
ARNT TACC3 PPI: disruptors of ARNT/TACC3 protein interaction, primary screen, biochemical, AlphaScreen, single concentration; inhibition, % at 9.99 µM; AlphaScreen His-ARNT PAS-B/GST-TACC3 binding, luminescence; TACC3 fragment carries E629A point mutation; Transforming acidic coiled-coil-containing protein 3 (Homo sapiens), Q9Y6A5; 390,000 compounds, 0.66% hits;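 active = mean inhibition of replicates at least 50% and at least half of replicates each reaching 50%; inconclusive = half or more replicates reach 50% but mean below 50%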;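 note: 0% = complete ARNT plus TACC3 wells and 100% = ARNT alone without TACC3; many hits fall short of the cut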
GSIS activator: GLuc luminescence reporter in INS-1E cells, primary screen for activators of glucose-dependent secretion of insulin; INS-1E GLuc reporter insulin secretion, 2-3 h; activation, % at 16.6 µM; 370,000 compounds, 0.61% hits;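 active = lowest replicate activation of at least 40%, so every replicate reaches that level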;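 note: 0% = median of neutral control wells and 100% = median of IBMX positive control wells; some compounds called inactive have numbers as strong as hits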
The depositor's hits bear a star; ? = inconclusive; / = not tested or not shown; & = joins results of further samples.

SMILES	Xi reactivation	PAX8 inh HTS	ERp5 block	DENV2 CPE rescue	EWS-Fli block	CFTR F508del cor	ARNT TACC3 PPI	GSIS activator
CCO[C@@H]1OC(C(=O)N2CCN(C)CC2)=C[C@H](C2CCCCC2)[C@H]1CCCO	0.2	-8	3	0	-15	-3.6	-2	-18
CC(C)C(C)NC(=O)COc1ccc(S(=O)(=O)N2CCOCC2)cc1Cl (stereo not drawn)	0.1	12	-15	-1	9	2.7	28	3
O=C(C[C@@H]1CC[C@H]2[C@@H](COC[C@H](O)CN2CCc2ccccc2)O1)NCc1ccccc1	0.4	-9	-5	-1	-4	0.7	-7	10
Cc1cc(NC(=O)CN(C)S(=O)(=O)c2ccc(-c3ccc(=O)[nH]n3)s2)ccc1Br	0.1	-9	-2	1	5	0.5	-3	-6
CC(C)(C)NC(=O)CC1C[C@H](C(=O)N2CCOCC2)[C@@]2(C)c3[nH]c4ccccc4c3CCN2C1=O (stereo partly drawn)	0.7	-19	4	2	-17	-1.9	2	3
CCCCCCN(C(=O)CCCCCN1C(=O)NC(c2ccc(Cl)cc2)C(C(=O)OCc2ccccc2)=C1C)C(C(=O)NCCCC)c1ccc(OCC(=O)OC)c(C(=O)OC)c1 (stereo not drawn)	0.3	58	-4	1	66*	2.0	/	1
O=C(CN1CCN(Cc2ccccc2Cl)CC1)N=Nc1c(O)[nH]c2ccccc12	0.0	12	0	1	1	/	11	1
O=C(O)C[C@H]1C[C@@H]2c3cc(NC(=O)Nc4ccccc4)ccc3O[C@@H]2[C@H](CO)O1	0.0	-9	-1	9	1	-3.1	4	-4
COc1ccccc1NS(=O)(=O)c1cc(NC(=O)c2sccc2C)ccc1N1CCCC1	0.0	20	/	/	/	/	-14	-1
Cc1ccc(S(=O)(=O)Nc2ccc3c(c2)C(=O)N([C@@H](C)CO)C[C@H](C)[C@@H](CN(C)CC2CC2)OCCCC[C@H](C)O3)cc1	0.1	14	/	/	-2	-2.2	/	-4
COCCNC(=O)c1onc(CSc2nc3ccccc3[nH]2)c1C(=O)NCCOC	0.1	2	-5	17	4	-0.7	-4	6
O=C(CSc1nnc(-c2cccnc2)n1-c1ccc(SC(F)F)cc1)N1CCCc2ccccc21	0.0	-8	2	-6	14	6.3	/	-3
O=C(OCC(=O)c1ccc[nH]1)c1ccc(Cl)nc1	0.0	-4	-1	-6	-3	1.3	7	-12
COc1ccccc1Cn1c(=S)[nH]c2ccc(Br)cc2c1=O	0.0	-7	4	4	9	0.3	-6	-1
O=C(CN1C(=O)C2CC=CCC2C1=O)NCC(=O)Nc1ccc(F)c(F)c1F (stereo not drawn)	0.0	22	1	6	2	-1.3	8	-2
Cc1ccc(S(=O)(=O)N(C)C[C@@H]2Oc3ccc(NC(=O)NC4CCCCC4)cc3CC(=O)N([C@H](C)CO)C[C@@H]2C)cc1	0.4	41	-8	0	7	1.2	8	-10
Brc1ccc(-c2noc(CCc3ccccc3)n2)o1	0.2	-119	2	56*	-89	-1.8	-2	2
O=[N+]([O-])c1ccc2c(c1)nc(CO)n2Cc1ccccc1	0.1	-29	1	-5	-2	1.1	-3	13
C/C(=N\NC(=O)c1ccc(NS(=O)(=O)c2cccs2)cc1)c1ccc(C(C)(C)C)cc1	0.0	5	10	-2	18	-1.7	/	3
O=C(NC(NC(=O)c1c(F)cccc1F)c1ccc([N+](=O)[O-])cc1)c1c(F)cccc1F	-0.1	19	0	-1	4	0.1	-9	22

An excerpt from the list above:
SMILES	Xi reactivation	PAX8 inh HTS	ERp5 block	DENV2 CPE rescue	EWS-Fli block	CFTR F508del cor	ARNT TACC3 PPI	GSIS activator
O=C(OCC(=O)c1ccc[nH]1)c1ccc(Cl)nc1	0.0	-4	-1	-6	-3	1.3	7	-12
COc1ccccc1Cn1c(=S)[nH]c2ccc(Br)cc2c1=O	0.0	-7	4	4	9	0.3	-6	-1
O=C(CN1C(=O)C2CC=CCC2C1=O)NCC(=O)Nc1ccc(F)c(F)c1F (stereo not drawn)	0.0	22	1	6	2	-1.3	8	-2
Cc1ccc(S(=O)(=O)N(C)C[C@@H]2Oc3ccc(NC(=O)NC4CCCCC4)cc3CC(=O)N([C@H](C)CO)C[C@@H]2C)cc1	0.4	41	-8	0	7	1.2	8	-10
Brc1ccc(-c2noc(CCc3ccccc3)n2)o1	0.2	-119	2	56*	-89	-1.8	-2	2
O=[N+]([O-])c1ccc2c(c1)nc(CO)n2Cc1ccccc1	0.1	-29	1	-5	-2	1.1	-3	13
C/C(=N\NC(=O)c1ccc(NS(=O)(=O)c2cccs2)cc1)c1ccc(C(C)(C)C)cc1	0.0	5	10	-2	18	-1.7	/	3
O=C(NC(NC(=O)c1c(F)cccc1F)c1ccc([N+](=O)[O-])cc1)c1c(F)cccc1F	-0.1	19	0	-1	4	0.1	-9	22

Later entries:
SMILES	Xi reactivation	PAX8 inh HTS	ERp5 block	DENV2 CPE rescue	EWS-Fli block	CFTR F508del cor	ARNT TACC3 PPI	GSIS activator
CC1CCCC(C)N1/N=C/c1ccc(O)cc1 (stereo not drawn)	0.0	14	-1	1	3	0.5	/	13
c1ccc(-c2nc(-c3nccc4ccccc34)oc2-c2ccccc2)cc1	0.0	-43	4	-3	-29	0.6	-4	/
Cc1ccc(CNS(=O)(=O)CCNC(=O)c2ccc3c(c2)OCO3)cc1	-0.1	5	-5	4	1	1.4	12	-1
CN1C(=O)/C(=C\c2ccccc2OCc2ccccc2)SC1=S	0.1	26	0	-7	-13	1.7	-12	10
O=C(CSc1nnc(-c2cccc(Br)c2)o1)NCC1CCCO1 (stereo not drawn)	0.0	-8	-5	-1	-1	1.2	/	7
COc1cc(/C=C/C(=O)O)cc2c1OCCO2	7.9	-31	2	1	7	1.5	-3	16
Cc1nn(CCCC(=O)NCc2ccc(F)cc2)c(C)c1[N+](=O)[O-]	-0.1	8	-2	?	-3	-1.4	/	-1
C[C@@H]1CCCCO[C@H](CN(C)CC2CCCCC2)[C@@H](C)CN([C@H](C)CO)C(=O)c2cc(NS(=O)(=O)c3ccc(F)cc3)ccc2O1	0.4	1	1	-8	-3	0.9	-6	6
CCOC(=O)CN1Cc2cccc(C(=O)O)c2C1=O	0.2	-3	1	3	-3	-1.9	-2	/
COc1ccccc1/C=C/c1nc(S(=O)(=O)c2ccccc2)c(NCCN(C)C)o1	0.0	-18	5	-1	13	1.6	-1	17
O=C(OCc1ccccc1)N1CCC2CC1c1c2cccc1N1CCOCC1 (stereo not drawn)	0.0	-5	0	-6	7	-2.1	/	-35
O=C(Nn1cnnc1)c1ccc(Cl)cc1[N+](=O)[O-]	-0.1	2	1	2	4	2.3	-1	-4
COCCn1c(Cc2ccccc2)nnc1SCC(=O)N(C)C	/	/	2	6	7	-3.1	-2	-1
CN(C)C(=O)c1cc2c(c(-c3cccc(C4=CCCCC4)c3)n1)[C@H](CCO)N(S(C)(=O)=O)C2	0.3	-33	2	-3	1	/	1	7
C[C@@H]1CN([C@@H](C)CO)C(=O)c2cccc(NC(=O)C3CCOCC3)c2O[C@H]1CN(C)Cc1ccncc1	0.6	-1	-2	4	-5	-1.6	-2	2
COc1ccc(C(O)c2nc(-c3ccc4ccccc4c3)cs2)cc1 (stereo not drawn)	-0.1	-137	-6	-6	-67	-0.3	/	-1
CCOC(=O)c1c(C)c(/C=N/Nc2ccccc2)n(C)c1C	0.0	0	0	4	4	/	14	3
CCC1CCCCN1Cc1ccc(CNC(=O)CCc2nnc3ccc(N4CCCCC4)nn23)o1 (stereo not drawn)	0.1	6	5	1	/	1.6	-2	-10
Oc1c(C(c2ccccc2)N2CCCCC2)sc2ncnn12 (stereo not drawn)	-0.1	-28	-1	-2	-8	-1.1	-13	-5
O=C(NC1CCCC1)N1[C@@H]2CNC[C@H]1C2c1ccc(-c2cccnc2)cc1 (stereo partly drawn)	0.0&0.0	15&7	/	2&6	-4&4	-2.5&-0.7	/	5&-7
C[C@H](CO)N1C[C@H](C)[C@H](CN(C)S(C)(=O)=O)Oc2c(cccc2N(C)C)C1=O	-0.9&0.0	-27&-27	14&-6	7&-5	-2&-6	-0.7&-1.5	-11&-3	-1&-2
CC1(C)CC(=O)C(CC2C(=O)CC(C)(C)CC2=O)C(=O)C1	-0.1	8	/	1	-8	0.3	-6	/
CCO[C@H]1OC(C(=O)N2CCOCC2)=C[C@@H](C2CC2)[C@@H]1CCCO	-0.2	-10	0	17	-4	0.0	-3	2
CCCCc1nnc(NC(=O)C(C)Sc2nc(O)c(Cc3ccccc3)c(=O)[nH]2)s1 (stereo not drawn)	0.1	-14	6	-3	-6	0.6	28	7
N#C[C@@H]1[C@H](c2ccc(-c3cccnc3)cc2)[C@@H](CO)N1C(=O)C1CC1	-0.1	12	-10	-9	-4	-0.2	5	3
CC(C)(C)c1cc(-n2ccnc2)n2ncc(-c3ccc(Cl)cc3)c2n1	1.4	-37	/	/	/	/	-9	24
Cc1c(Cc2ccccc2)c(=O)oc2cc(OCC(=O)N3CCC(C(=O)O)CC3)ccc12	/	/	-5	-1	3	-1.3	6	3
C[C@@H]1CN([C@H](C)CO)C(=O)c2cc(NC(=O)CCCCCC(=O)Nc3ccccc3N)ccc2O[C@@H]1CN(C)C(=O)Nc1ccc2c(c1)OCO2	-0.1	/	5	6	-3	3.0	4	10
CCCCCN(C(=O)CCC(=O)OCC(=O)NC1CCC(C)CC1)c1c(N)n(CCCC)c(=O)[nH]c1=O (stereo not drawn)	0.1	-8	-1	-1	-1	-4.7	-3	-9
Cc1ccc2nc(NC(=O)C3CCN(S(=O)(=O)c4ccc5c(c4)oc(=O)n5C)CC3)sc2c1	0.0	9	2	-3	-3	1.9	-1	/
CCC(=O)N(C)C[C@@H]1Oc2ncc(-c3ccccc3C)cc2C(=O)N([C@@H](C)CO)C[C@H]1C	0.4	/	2	-7	-3	1.0	-10	2
Cn1nc(C(=O)Nc2ccc(Br)cc2)cc1C(=O)Nc1ccc(Br)cc1	0.2	15	2	-2	2	0.6	-8	6
CC(C)C[C@@H]1O[C@H](CCc2ccccc2)Cc2[nH][nH]c(=O)c21	0.1	1	-2	3	-3	-0.1	/	18
O=[N+]([O-])c1ccc(Sc2ccncn2)c([N+](=O)[O-])c1	1.6	105*	-1	3	33	4.2	/	84*
O=C(Cn1c(=O)n(-c2cccc(C(F)(F)F)c2)c(=O)c2sccc21)NCC1CCCO1 (stereo not drawn)	0.0	14	1	-5	5	0.5	-10	5
CCN1CCCC1CNS(=O)(=O)c1ccc(Br)cc1 (stereo not drawn)	0.1	-5	-4	-5	3	0.0	-18	-1

No enrichment for hits; overall some 4.2% were active at least once.
